From PubChem
HTR2A ag: mouse Htr2a agonists via beta-arrestin recruitment, primary screen, cell-based, luminescence; activation, % at 7.6 µM; CHO-K1 mHTR2A beta-arrestin complementation; percent of 30 µM serotonin response; 5-hydroxytryptamine receptor 2A (Mus musculus), P35363; actives 0.66% (n = 360,000);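 active means activation above a run cutoff, the mean activation of all tested compounds plus 3 SD, cut at about 14% in these data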;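 further: 0% = plate median of compound wells and 100% = 30 µM serotonin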
ABHD5 PLIN5 PPI: ABHD5-PLIN5 interaction inhibitors, primary screen, cell lysate, split luciferase complementation, luminescence | Split G. princeps luciferase complementation, 4 h | AID 602281, 2012 | actives 0.78% (n = 360,000) | Perilipin-5 (Homo sapiens) + 1-acylglycerol-3-phosphate O-acyltransferase ABHD5 (Homo … | inhibition, % at 4 µM;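 active means inhibition above the mean inhibition across every tested compound plus 3 SD, cut at about 22% in these data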;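 further: 0% = DMSO only wells and the 100% control is not disclosed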
Target sequence (Q00G26 whole entry, looked up): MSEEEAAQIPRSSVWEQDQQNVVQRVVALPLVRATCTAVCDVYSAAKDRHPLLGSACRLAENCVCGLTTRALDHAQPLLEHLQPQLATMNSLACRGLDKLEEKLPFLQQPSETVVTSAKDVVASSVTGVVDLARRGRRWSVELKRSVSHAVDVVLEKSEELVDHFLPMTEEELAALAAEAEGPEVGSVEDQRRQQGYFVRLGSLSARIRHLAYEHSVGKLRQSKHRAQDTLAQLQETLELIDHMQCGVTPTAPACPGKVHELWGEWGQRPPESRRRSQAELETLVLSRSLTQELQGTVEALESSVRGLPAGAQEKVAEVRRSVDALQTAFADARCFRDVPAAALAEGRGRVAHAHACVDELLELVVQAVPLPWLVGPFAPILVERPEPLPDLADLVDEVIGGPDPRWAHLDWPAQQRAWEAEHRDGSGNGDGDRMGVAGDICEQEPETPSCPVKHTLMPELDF
Target sequence (Q8WTS1 whole entry, looked up): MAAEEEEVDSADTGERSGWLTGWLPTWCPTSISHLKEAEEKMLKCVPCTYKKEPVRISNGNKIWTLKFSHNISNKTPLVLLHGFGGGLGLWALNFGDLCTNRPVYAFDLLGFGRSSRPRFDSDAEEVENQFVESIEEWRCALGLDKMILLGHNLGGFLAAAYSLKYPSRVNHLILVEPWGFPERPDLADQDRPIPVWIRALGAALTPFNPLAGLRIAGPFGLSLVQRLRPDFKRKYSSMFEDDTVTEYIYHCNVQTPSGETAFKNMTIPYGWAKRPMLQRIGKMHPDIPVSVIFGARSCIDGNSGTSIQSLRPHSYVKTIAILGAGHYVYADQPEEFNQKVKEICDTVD
MC4R barr agon: MC4R agonists recruiting beta-arrestin, primary screen, cell-based, luminescence, agonist arm of biased-ligand search; Melanocortin receptor 4 (Homo sapiens), P32245; U2OS MC4R beta-arrestin complementation; percent of melanotan II response, DMSO zero; activation, % at 8.9 µM; actives 0.98% (n = 360,000); AID 540308, 2011;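 active means activation above a per-plate cutoff, the mean activation of sample wells on that plate plus 3 SD, cut at about 8% in these data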
MC4R antag cAMP: MC4R antagonists of cAMP signaling, primary screen, cell-based, TR-FRET, antagonist arm of biased-ligand search; Melanocortin receptor 4 (Homo sapiens), P32245; MC4R-expressing cells, MTII-stimulated cAMP, LANCE TR-FRET; inhibition, % at 6.5 µM; actives 0.48% (n = 360,000); AID 540295, 2011;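 active means inhibition above its plate's cutoff, the mean of tested wells on that plate plus 3 SD, cut at about 29% in these data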;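 further: 0% = Melanotan II alone and 100% = Melanotan II plus saturating MCL0020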
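Material: human MC4R-expressing U2OS cells. Probe or stimulus: Melanotan II challenge. Dosing: 6.5 µM single dose. Times: 30-min compound, 1-h challenge, 1-h detection, room temperature. Technique: TR-FRET with Eu-cAMP and labeled anti-cAMP, 671 nm. Replication: singlicate.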
Cardio protect: cardioprotection against H2O2-induced cell death, primary screen, uHTS, H9c2 cells, ATPLite luminescence. actives 0.63% (n = 360,000). protection from H2O2 cell death, % at 20 µM. AID 588492, 2011. H9c2 cardiomyocytes, H2O2 injury protection, 2 h;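 active means compounds giving at least 50% protection of heart cells from peroxide-induced death in the single-dose screen, raw or plate-pattern-corrected value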;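 further: 0% = DMSO wells with peroxide and 100% = DMSO wells without peroxide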
N-glyco inh: increase of ERlucT glycosylation luciferase signal, primary screen, N-linked glycosylation inhibitor project, D54 ERlucT cells, luminescence, set 2; D54 ERlucT glycosylation luciferase reporter, 24 h; percent of 100 nM tunicamycin response; reporter increase, % at 12.5 µM; actives 0.23% (n = 360,000);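 active means mean luciferase reporter signal, scaled so untreated is 0 and the glycosylation-blocking control 100, at or above a set limit in every replicate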;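 further: luciferase carries N-glycosylation sites so blocking glycosylation raises the light; 0% = median of neutral control wells and 100% = median of 100 nM tunicamycin wells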
ABCB6 inh 2: ABCB6 transporter inhibitors, primary screen, K562-ABCB6 cells, flow cytometry, MLPCN library; K562-ABCB6 porphyrin accumulation, 1 h; hits give low values; actives 0.19% (n = 360,000); ATP-binding cassette sub-family B member 6 (Homo sapiens), Q9NP58; fluorescence ratio to DMSO, % at 10 µM;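 active means fluorescence ratio to DMSO below 75%, the collection mean minus 3 SD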;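 further: signal is porphyrin accumulated inside mitochondria; 100% equals median channel fluorescence of DMSO control wells; lower ratio means ABCB6 inhibition with less porphyrin fluorescence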
Granule exo inh: LAMP-1 surface exposure blockers, TALL-104 cells – cell-based, flow cytometry, MLPCN library, primary screen; TALL-104 LAMP-1 surface exposure; cells stimulated with thapsigargin and PMA; inhibition, % at 10 µM; actives 0.66% (n = 360,000); AID 651702, 2012;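 active means inhibition above about 55%, limit read from the data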
iPSC survival up: enhancers of single-cell hiPSC survival, primary screen, ATPlite luminescence; 100% = ROCK inhibitor wells, 0% = DMSO; survival enhancement, % at 20 µM; actives 0.044% (n = 360,000); in the data active means survival enhancement above about 18%;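 further: cells exposed to compounds for 16 hours before the ATP read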
aDG glyco act: activators of alpha-DG glycosylation, primary screen, uHTS, Pro5-aDG cells, AlphaScreen; actives 0.22% (n = 360,000); AID 624168, 2012; activation, % at 10 µM; alpha-DG glycosylation AlphaScreen (IIH6); 0% Pro5, 100% B10-LARGE cell signal;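 active means activation of at least 8% versus controls, or a plate z-score of at least 8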;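 further: Pro5 are CHO cells carrying HIG-tagged alpha-DG that lacks glycosylation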
An asterisk follows results filed as active; nt = no result given.

SMILES	HTR2A ag	ABHD5 PLIN5 PPI	MC4R barr agon	MC4R antag cAMP	Cardio protect	N-glyco inh	ABCB6 inh 2	Granule exo inh	iPSC survival up	aDG glyco act
O=c1c2nnn(-c3cccc(F)c3)c2ncn1Cc1ccccn1	-2	-5	-0.1	-6	8	1	98	3	-0.1	0.0
COc1ccc(/C=C(/NC(=O)c2ccco2)C(=O)NCCc2ccccc2)cc1	6	5	-3.9	9	8	2	96	4	-0.4	0.1
Cc1cc2c(cc1C)C(=O)NC(C)(C)C2	-1	-3	-0.7	-6	-1	-7	99	0	-0.7	0.1
CN(Cc1ccccc1)C(=O)c1cccc(N2C(=O)C3CC=CCC3C2=O)c1 (stereo unspecified)	5	-3	-0.9	16	-5	2	97	-10	1.3	0.0
COc1ccc(S(=O)(=O)Oc2ccc(C(=S)N3CCOCC3)cc2OC)cc1	5	5	-1.0	-3	-5	0	97	3	-0.6	0.1
CCOc1cccc(CNCCO)c1OCc1ccc(Cl)cc1	-3	5	-0.4	4	-6	-5	93	0	-0.3	0.9
CS(=O)(=O)Nc1ccc(C(=O)NCCSCc2ccco2)cc1	-3	-2	-0.7	2	-3	1	100	0	-0.1	-0.2
Cc1ccccc1CN1C2=NCCN2c2ccccc21	-2	8	-0.7	-11	0	1	97	-3	1.3	0.4
COc1cc2c(c(OC)c1OC)-c1ccc(OC)c(=O)cc1[C@@H](N(C)CC#CCO)CC2	4	-9	1.2	-13	0	23	111	27	-0.3	0.0
Cc1ccc(N2C(=O)N(CC(=O)Nc3cc(Cl)ccc3C)C(=O)C2C)cc1 (stereo unspecified)	0	-4	-0.5	13	1	0	97	1	-0.1	0.2
C=CCS(=O)(=O)c1cccc2cccnc12	4	3	-0.3	2	0	1	98	-2	-1.7	0.2
CC(=O)Nc1ccc(C(=O)NNC(=O)c2ccccc2-n2cccc2)cc1	-1	3	-0.3	4	-3	-1	98	2	0.1	0.4
N#Cc1ccccc1NC(=O)COC(=O)c1cccs1	2	-8	-2.2	-4	-1	1	95	-3	3.8	0.0
O=C(NC(N1CCOCC1)C(Cl)(Cl)Cl)c1ccc(F)cc1 (stereo unspecified)	10	-1	-2.4	0	-11	2	97	1	-1.8	-0.3
CCCCN1CC(COCc2ccccc2)Oc2cccc(Oc3ccccc3)c2S1(=O)=O (stereo unspecified)	-1	-9	0.0	3	-15	-4	93	-1	1.4	0.4
CNC(=O)c1csc(-c2ccncc2)n1	-5	-3	-0.3	4	0	2	105	3	-1.0	0.0
NC(=O)CSc1nnc(-c2cccc(S(=O)(=O)N3CCOCC3)c2)o1	0	0	-0.5	1	4	3	102	0	2.6	-0.3
CSc1ccc(C(=O)C2CCCN(C(=O)c3cccnc3SC)C2)cc1 (stereo unspecified)	0	5	0.4	-1	-7	1	101	8	-0.3	0.3
Cc1ccc(S(=O)(=O)N2CCC(=O)N(CCOCc3ccc(Cl)cc3)CC2)cc1	-1	-1	-1.5	4	-3	-1	87	18	-1.1	0.4
CS(=O)(=O)N(CC(=O)N/N=C/c1ccco1)c1ccccc1Br	-6	4	-0.1	16	10	-1	96	-1	-1.4	-0.1
Cc1ccccc1NC(=O)N1CCCN(c2ccc(C#N)cn2)CC1	5	-2	0.2	6	5	-2	102	9	0.8	0.1
CCOc1ccccc1NC(=O)COC(=O)C1CC(=O)N(c2c(C)cccc2C)C1 (stereo unspecified)	2	4	-0.8	17	-5	1	97	-14	-0.5	-0.1
CCOc1cc(CO)ccc1OCC(=O)N1CCCCC1	-1	0	-0.2	3	8	1	95	-1	2.4	-0.1
CC1CCCCN1CC(=O)NC(c1ccccc1)c1ccccc1 (stereo unspecified)	2	-8	-0.9	1	2	-3	100	-1	0.8	0.8
O=C(Cc1ccccc1)N1CCN(C(=O)c2ccc([N+](=O)[O-])cc2)CC1	-3	4	-1.1	10	6	1	102	1	-1.1	-0.5
COc1cccc(-c2cc(C(=O)NC3CCCCC3)no2)c1	-7	-3	1.3	6	-2	-1	98	10	0.1	0.2
O=C1NC2(CCCCCC2)Oc2ccccc21	1	-6	-1.7	-2	8	-2	99	-1	-1.3	-0.5
N#Cc1ccc(Oc2ccc(S(=O)(=O)N3CCOCC3)cn2)cc1	3	-12	-1.0	20	4	0	98	-5	-0.5	0.1
C/C(=N\OCC(=O)N/N=C/c1ccccc1)c1cccs1	6	3	2.0	-3	-8	-2	92	-2	-1.7	-0.2
O=C(COC(=O)CCC(=O)c1ccc(Cl)cc1)NC1CC1	-2	-2	0.2	-4	-1	0	99	-1	1.5	0.2
CCN1CCN(CC(=O)c2cc(Cl)ccc2Cl)CC1	6	-1	0.5	1	-4	4	99	-1	-0.8	0.0
CCN(CC(=O)NCc1ccc(F)cc1)C(=O)CN1CCN(c2ccc(OC)cc2)CC1	3	0	-2.4	0	8	2	84	4	1.9	0.3
CC(C)C[C@@H](CNCC(=O)[C@H](CC(C)C)NC(=O)c1[nH]cnc1C(=O)N[C@@H](C)CN)NC(=O)c1nc[nH]c1C(=O)N[C@@H](CC(=O)O)C(=O)O	3	-1	0.3	9	-6	1	104	-1	0.9	-0.2
CCCCOc1ccc(C(=O)Nc2ccc(SC(F)F)cc2)cc1OC	0	-10	9.9*	8	-4	0	109	0	-0.2	1.3
O=C(c1noc2c1CCCC2)N1CCN(c2ccccc2)CC1	3	-4	-0.5	10	4	0	103	4	-2.2	-0.1
CC(C)CCNc1nc2c(cc1C#N)COC(C)(C)C2	-7	-3	0.5	9	-2	-1	94	-2	4.3	-0.5
NC(=O)c1ccc(Oc2ccc(C(N)=O)cc2)cc1	11	13	3.4	0	2	0	98	-3	0.2	-0.1
O=C(Nc1nnc(C(F)(F)F)s1)c1c(F)cccc1F	-5	-12	-1.5	4	-4	2	94	-3	-0.4	-0.1
COc1ccc(C(=O)Nc2ccccc2)cc1NC(=O)c1ccc([N+](=O)[O-])cc1	-2	3	-2.5	-3	4	-1	100	0	0.1	0.2
OC(COc1ccc2ccccc2c1)CN1CCN(c2ccc(F)cc2)CC1 (stereo unspecified)	4	-5	1.9	0	-2	-1	102	0	2.5	-0.1
COc1ccc2[nH]cc(CCNC(=O)c3ccccc3Cl)c2c1	-4	-11	0.4	13	1	1	99	8	-0.2	-0.1
O=C1NC(=O)C2C1C(c1ccc([N+](=O)[O-])cc1)=NN2Cc1ccccc1 (stereo unspecified)	1	8	1.7	7	-5	3	89	7	-0.3	-0.1
O=C(Nc1cccc2ccccc12)N1CCN(Cc2ccccc2)CC1	4	-1	-0.8	-8	1	-2	96	0	-0.1	0.1
CCc1cc(CC)c(/C=N/NC(N)=O)c(CC)c1	-2	10	0.9	-2	-7	6	100	-4	-0.2	0.3
COc1cccc(CC2(CO)CCCN(Cc3cc4ccccc4[nH]3)C2)c1 (stereo unspecified)	-9	8	1.4	7	1	-6	99	2	-1.1	0.9
Cn1cccc1Cc1nnc(SCC(=O)NCc2ccccc2)n1-c1ccc(F)cc1	-1	3	-2.2	4	19	0	102	0	0.0	0.4
O=C(NCC1CCCO1)c1csc(Nc2cccc3ccccc23)n1 (stereo unspecified)	1	6	-3.3	6	0	6	96	32	0.4	0.2
CCCCc1c(C)nc2c(OC)cccc2c1SCC(=O)O	1	-7	-0.3	18	5	0	95	-4	0.4	-0.2
CCOC(=O)CCNC(=O)CCc1nnc(CCCc2ccccc2)o1	2	-2	-1.0	9	6	0	103	1	-0.6	-0.1
Cc1ccc(C)c(C(=O)CSc2n[nH]c(C)n2)c1	2	-6	-0.4	9	7	1	96	-4	2.0	0.0
CCCCc1cc(=O)oc2c(CN3CCCC3)c(O)ccc12	-6	3	-1.3	8	2	0	97	-2	-1.4	-0.1
Cc1ccc(OCCCC(=O)Nc2ccc(Cl)c(S(=O)(=O)N3CCOCC3)c2)cc1	-4	5	-0.4	9	-4	0	84	4	-0.4	0.2
O=C(COc1cccc(Cl)c1Cl)Nc1ccc2c(c1)CCC2	-2	0	5.2	8	-6	3	97	3	3.6	0.0
O=S1(=O)CCC(NS(=O)(=O)/C=C/c2ccccc2)C1 (stereo unspecified)	-8	10	1.9	6	3	0	102	1	-3.7	-0.1
Cc1ccc(CN2CC(C(=O)Nc3nc(C)cs3)CC2=O)cc1 (stereo unspecified)	7	1	0.8	21	0	4	104	0	1.9	-0.1
COc1ccc(OC)c(NC(=O)Nc2ccccc2C)c1	-5	3	-1.1	3	-5	-2	98	17	2.8	0.2
CCC1(c2ccccc2)SC(N)=NC1=O (stereo unspecified)	1	-1	-0.1	-1	-2	-1	99	0	1.5	-0.1
COc1ccc2c(COC(=O)CNC(=O)C34CC5CC(CC(C5)C3)C4)cc(=O)oc2c1	-2	-4	-1.2	2	0	1	100	-1	-0.5	-0.3
CC1=C(C(=O)N2CCOCC2)CC(CC(=O)NCCCN(C)C)C(=O)N1Cc1ccc(C(C)(C)C)cc1 (stereo unspecified)	8	-4	nt	nt	9	0	98	0	1.2	0.0
CCCOc1ccc(C(O)(CCC)CCN2CCCCC2)cc1 (stereo unspecified)	-1	0	-0.1	1	-23	0	103	10	-4.9	0.2
Cc1cccc(C)c1NC(=O)CSc1nnc(-c2ccncc2)n1Cc1ccco1	7	9	1.2	-10	0	0	83	1	0.7	-0.1
O=C(NCc1ccc(F)cc1)C1CCCN(C(=O)Nc2ccc(F)cc2)C1 (stereo unspecified)	1	5	1.0	-2	-4	-1	97	-30	-0.2	-0.1
CCc1ccc(-c2ccc(SCC(=O)NC3CCCC3)nn2)cc1	-2	6	0.3	7	-20	-2	91	-5	-2.2	0.1

Three entries from above, reformatted.
Cc1cccc(C)c1NC(=O)CSc1nnc(-c2ccncc2)n1Cc1ccco1
  HTR2A ag = 7
  ABHD5 PLIN5 PPI = 9
  MC4R barr agon = 1.2
  MC4R antag cAMP = -10
  Cardio protect = 0
  N-glyco inh = 0
  ABCB6 inh 2 = 83
  Granule exo inh = 1
  iPSC survival up = 0.7
  aDG glyco act = -0.1
O=C(NCc1ccc(F)cc1)C1CCCN(C(=O)Nc2ccc(F)cc2)C1 (stereo unspecified)
  HTR2A ag = 1
  ABHD5 PLIN5 PPI = 5
  MC4R barr agon = 1.0
  MC4R antag cAMP = -2
  Cardio protect = -4
  N-glyco inh = -1
  ABCB6 inh 2 = 97
  Granule exo inh = -30
  iPSC survival up = -0.2
  aDG glyco act = -0.1
CCc1ccc(-c2ccc(SCC(=O)NC3CCCC3)nn2)cc1
  HTR2A ag = -2
  ABHD5 PLIN5 PPI = 6
  MC4R barr agon = 0.3
  MC4R antag cAMP = 7
  Cardio protect = -20
  N-glyco inh = -2
  ABCB6 inh 2 = 91
  Granule exo inh = -5
  iPSC survival up = -2.2
  aDG glyco act = 0.1
